From PubChem BioAssay
ABCG2 inh: human ABCG2 inhibition, ABCB1 as counter-screen; Q9UNQ0; inhibition, % at 6.6 µM; IgMXP3 cells, JC-1 efflux, flow cytometry; 0.1% of 190,000 active;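 active = inhibition above 80%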;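 also: 0% = DMSO and 100% = nicardipine control wells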
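Test system: IgMXP3 (ABCG2) plus far-red-tagged CCRF-Adr (ABCB1) cells. Reagent: JC-1 dye as substrate. Timing: 10 min exposure at 25 °C with rotation, no wash. Measured by: flow cytometric JC-1 green MFI at 530 nm. Read-out: percent efflux inhibition, scaled nicardipine 100% to DMSO 0%. Control set: nicardipine and DMSO wells.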
Bim-Bcl-2: inhibitors of Bim-Bcl-2 interaction, human. P10415. Bead-based flow cytometry, Bim peptide-Bcl-2 binding. inhibition, % at 10 µM. 0.06% of 190,000 active. AID 950; in the data active = inhibition above about 40%; inconclusive = no clear call, values can overlap the other calls;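 also: 0% = no compound wells with probe peptide and 100% = reference peptide inhibitor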
RGS7-Gao: modulates binding of RGS7 to human Galphao. P09471. Multiplexed bead flow cytometry; actives lie on both sides. binding response (% of control), % at 10 µM. 0.35% of 220,000 active; in the data active = binding response below about 49% or above about 150%; inconclusive = no clear call, values can overlap the other calls; inactive = in between;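 also: fluorescent Galphao held in activated GDP-AlF4 state binding bead-coupled RGS7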
RGS8-Gao reg: modulates binding of RGS8 to human Galphao. multiplexed bead flow cytometry; actives lie on both sides. response (percent of control binding), % at 10 µM. 0.34% of 220,000 active. AID 1423; in the data active = response below about 60% or above about 140%; inactive = in between;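 also: Galphao activated as the GDP aluminium fluoride complex binding bead-coupled RGS8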
Mcl-1 Bim block: human Bim-Mcl-1 interaction inhibition. Bead-based flow cytometry, Bim peptide-Mcl-1 binding. inhibition, % at 10 µM. 0.1% of 190,000 active;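 also: 0% = no compound tracer wells and 100% = peptide blocker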
Target sequence (Q07820 whole entry, looked up): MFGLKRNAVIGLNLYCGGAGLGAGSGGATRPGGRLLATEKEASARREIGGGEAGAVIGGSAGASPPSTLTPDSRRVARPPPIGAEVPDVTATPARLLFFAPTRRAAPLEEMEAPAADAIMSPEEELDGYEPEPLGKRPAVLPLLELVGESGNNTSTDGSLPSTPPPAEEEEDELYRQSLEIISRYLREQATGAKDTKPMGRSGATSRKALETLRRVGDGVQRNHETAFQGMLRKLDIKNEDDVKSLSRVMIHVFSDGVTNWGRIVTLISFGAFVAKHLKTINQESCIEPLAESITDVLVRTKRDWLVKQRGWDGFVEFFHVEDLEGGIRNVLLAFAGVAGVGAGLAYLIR
Bim-Bcl-W: disrupts Bim peptide binding to human Bcl-W; bead-based flow cytometry; inhibition, % at 10 µM; 0.02% of 190,000 active;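 also: 0% = bound tracer without compound and 100% = peptide blocker; higher means less fluorescent Bim peptide bound to Bcl-W beads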
Target sequence (Q92843 whole entry, looked up): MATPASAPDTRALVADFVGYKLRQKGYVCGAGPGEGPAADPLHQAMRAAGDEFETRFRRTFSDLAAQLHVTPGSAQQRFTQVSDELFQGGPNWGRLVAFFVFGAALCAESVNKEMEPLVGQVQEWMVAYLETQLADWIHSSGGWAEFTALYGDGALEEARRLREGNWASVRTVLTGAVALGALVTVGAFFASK
Bcl-XL Bim block: inhibitors of Bim-Bcl-XL interaction, human; Bim peptide-Bcl-XL binding, bead flow cytometry, fluorescence; inhibition, % at 10 µM; 0.04% of 190,000 active; AID 1007
Bim-Bcl-B: disrupts Bim peptide binding to human Bcl-B. AID 951. bead-based flow cytometry. Q9HD36. 0.073% of 190,000 active. inhibition, % at 10 µM;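 also: 0% = tracer peptide without compound and 100% = reference inhibitor peptide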
Target sequence (Q9HD36 whole entry, looked up): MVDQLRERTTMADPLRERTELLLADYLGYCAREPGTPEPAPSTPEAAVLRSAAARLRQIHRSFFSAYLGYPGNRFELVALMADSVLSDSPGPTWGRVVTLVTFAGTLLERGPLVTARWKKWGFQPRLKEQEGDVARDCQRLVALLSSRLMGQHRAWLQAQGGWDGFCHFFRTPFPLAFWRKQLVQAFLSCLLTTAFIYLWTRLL
RGS4-Gao reg: modulates binding of RGS4 to human Galphao | binding response (% of control), % at 10 µM | 0.33% of 220,000 active | Multiplexed bead flow cytometry; actives lie on both sides; in the data active = binding response below about 49% or above about 150%; inactive = in between;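 also: fluorescent Galphao activated with aluminum fluoride binding bead-coupled RGS4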
Bim-Bfl-1: disrupts Bim binding to human Bfl-1. Q16548. Bead-based flow cytometry, Bim-Bfl-1 binding inhibition. inhibition, % at 10 µM. 0.12% of 190,000 active. AID 1008;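 also: 0% = wells without compound plus tracer and 100% = blocker peptide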
ABCB1 inh: inhibitors of human ABCB1 transporter, ABCG2 counter-screen; inhibition, % at 6.6 µM; P08183; AID 1326; CCRF-Adr cells, JC-1 efflux, flow cytometry; 0.067% of 190,000 active; in the data active = inhibition above about 40%;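 also: 0% = vehicle and 100% = reference inhibitor; higher value means more JC-1 retained so stronger ABCB1 efflux block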
Starred values were filed as active, the others as inactive; ? = inconclusive. Rule as the data show it, unless noted: active = inhibition above about 40%. Compounds as they come (roughly 0.94% active in at least one column).

SMILES	ABCG2 inh	Bim-Bcl-2	RGS7-Gao	RGS8-Gao reg	Mcl-1 Bim block	Bim-Bcl-W	Bcl-XL Bim block	Bim-Bcl-B	RGS4-Gao reg	Bim-Bfl-1	ABCB1 inh
O=[N+]([O-])c1ccc(Cc2nnc(-c3ccc(F)cc3)o2)cc1	7	0	101	98	-1	1	-2	-5	95	-2	0.7
CSc1ccc(C#N)cc1NC(=O)c1ccccc1	22	-3	?	103	1	0	1	-1	101	-4	0.6
COc1ccccc1NC(=O)CN(C)S(=O)(=O)c1cc(C)ccc1OC	3	-4	99	100	1	-3	-3	-3	107	-2	0.9
COc1ccc(C2=NOC(C(=O)NCc3ccccc3)C2)cc1 (stereo not drawn)	1	-2	101	101	0	0	1	1	102	0	0.2
COc1ccc(-c2cc(C3CCN(c4cc(Cl)nc(N)n4)CC3)[nH]n2)cc1	6	-6	106	103	-5	0	-3	-8	102	-16	0.6
CCc1ccc(OCC(=O)Nc2cccc3c2CCCC3)cc1	0	-1	98	103	-2	-2	-6	-6	96	-15	0.0
Cn1nc(-c2ccccc2)c(-c2nc(-c3ccccc3Cl)no2)c1Cl	9	-8	103	102	3	5	0	-5	105	-8	0.7
CCCN(CCC)C(=O)c1ccc2c(c1)OCO2	0	2	102	102	-4	-3	-9	-2	106	-5	0.0
CCOC(=O)c1ccccc1NC(=S)N1CC(C)CC(C)C1 (stereo not drawn)	32	6	91	90	11	10	13	10	95	17	0.5
O=C(COC(=O)c1cccnc1Cl)Nc1ncc(Cl)cc1Cl	4	-1	?	102	0	-4	-3	-6	103	-2	-0.7
CCCNC(=O)C/C(C)=N/NC(=O)COc1ccc(C)cc1Br	0	11	97	80	17	14	19	12	105	14	-0.2
CC(=O)N(c1ccccc1C)C1CCCC1	1	0	100	102	0	0	-2	0	101	0	0.7
S=C(NCc1ccco1)Nc1ccc(Br)cc1Cl	10	2	?	99	0	-2	0	-6	102	-2	0.3
CCc1nc2sc3c(c2c(=O)n1NC(=O)CCl)CCCC3	0	0	100	101	-2	0	-3	-1	100	-1	0.1
CC(C)(C)NC(=O)C(c1ccccc1)N(C(=O)C1CSC(=O)C1)c1ccccc1 (stereo not drawn)	0	-11	102	103	-5	0	-11	-8	102	-16	0.7
Cc1ccc(Cc2nc(-c3ccncc3)no2)cc1	4	-2	100	101	1	2	2	0	105	-4	0.8
CSc1cccc(NC(=S)N(CCCN2CCCC2)Cc2cccs2)c1	-1	-1	99	97	0	-1	-5	-9	99	0	-0.1
O=C(Nc1ccccc1)Nc1nc(-c2ccc(F)cc2)cs1	81*	-2	107	104	-4	-4	-3	-2	106	-3	1.3
CCCC(=O)N1c2ccccc2[C@@H](N(C(C)=O)c2ccccc2)C[C@H]1C	-1	-4	99	101	1	1	-5	-9	100	-9	0.1
Cc1ccc(-c2csc3nc(C)n(-n4c(C)ccc4C)c(=O)c23)o1	20	-6	101	95	-6	0	-4	-8	98	-14	0.4
Cc1ccc2c(c1)c(C)cc(=O)n2CCC(=O)O	0	-2	94	98	0	-1	-2	-1	98	-1	0.2
CC(Nc1n[nH]c(=S)[nH]c1=O)C(=O)OCc1ccccc1 (stereo not drawn)	-4	6	102	96	3	-2	-12	0	112	8	-1.2
O=C(Nc1ccc(-c2ccc3nncn3n2)cc1)c1ccc(Br)o1	5	4	93	103	0	-4	-3	-7	91	-2	0.5
CC(=O)Nc1cc(C(=O)N(C)Cc2ccco2)ccc1Sc1ccc(C)cc1	1	-5	105	101	-3	-3	-5	-10	98	-12	1.7
O=C(NCCc1cccs1)C1CC(c2ccccc2[N+](=O)[O-])=NO1 (stereo not drawn)	14	-17	104	101	-7	-1	-11	-9	103	-16	0.7
Cc1ccc(C2NC(=S)NC3=C2C(=O)CCC3)cc1 (stereo not drawn)	9	0	96	99	-2	-3	-4	-10	99	-3	0.2
CC(C)CC(=O)Nc1nc(=S)ss1	2	-3	116	87	0	2	-5	-13	102	11	0.2
O=[N+]([O-])c1cc(/C=N/Nc2nc3ccccc3[nH]2)c(O)cc1O	-13	-9	99	100	0	-2	-5	-6	101	-14	-1.3
COc1ccccc1N(CC(=O)NCC(C)C)S(=O)(=O)c1cccs1	1	1	97	102	1	0	-1	-2	98	1	0.6
Cc1cccc(NC(=O)NCC(c2cccnc2)N2CCOCC2)c1 (stereo not drawn)	16	-2	102	102	1	-2	-2	-3	101	0	1.0

Random excerpt: three entries already listed.
SMILES	ABCG2 inh	Bim-Bcl-2	RGS7-Gao	RGS8-Gao reg	Mcl-1 Bim block	Bim-Bcl-W	Bcl-XL Bim block	Bim-Bcl-B	RGS4-Gao reg	Bim-Bfl-1	ABCB1 inh
CC(Nc1n[nH]c(=S)[nH]c1=O)C(=O)OCc1ccccc1 (stereo not drawn)	-4	6	102	96	3	-2	-12	0	112	8	-1.2
O=C(NCCc1cccs1)C1CC(c2ccccc2[N+](=O)[O-])=NO1 (stereo not drawn)	14	-17	104	101	-7	-1	-11	-9	103	-16	0.7
COc1ccccc1N(CC(=O)NCC(C)C)S(=O)(=O)c1cccs1	1	1	97	102	1	0	-1	-2	98	1	0.6

The listing continues:
SMILES	ABCG2 inh	Bim-Bcl-2	RGS7-Gao	RGS8-Gao reg	Mcl-1 Bim block	Bim-Bcl-W	Bcl-XL Bim block	Bim-Bcl-B	RGS4-Gao reg	Bim-Bfl-1	ABCB1 inh
CC(CCc1ccccc1)NC(=O)COC(=O)C12CC3CC(CC(Br)(C3)C1)C2 (stereo not drawn)	5	-16	98	100	-2	-3	-8	-8	101	-10	1.2
COCc1c(CCl)cnc(C)c1O	-1	-3	98	99	0	-1	-4	-4	101	-3	-0.6
CCN(CC)S(=O)(=O)c1ccc(Nc2cc(C)nc3ncnn23)cc1	3	-2	106	105	-3	0	0	-3	109	-3	0.4
O=S(=O)(NC1c2cccc3cccc(c23)C1N1CCNCC1)c1ccccc1 (stereo not drawn)	2	-3	102	104	1	0	-4	-7	103	-9	0.2
CCOC(=O)c1c[nH]c2c(Cl)ccc(Cl)c2c1=O	4	-4	101	107	1	0	-12	-4	105	-10	0.0
CCCn1cnc2scc(-c3ccc(C)cc3)c2c1=O	3	-2	101	106	1	0	-2	-4	102	-6	-0.2
Cc1ccsc1/C=N/NC(=O)CC(=O)NCC(C)C	12	4	100	98	1	0	0	-2	99	-3	0.9
COC(=O)Cc1c(O)ccn(Cc2ccc(Cl)c(Cl)c2)c1=O	-1	-3	102	103	0	0	0	-4	102	-6	-0.1
CC(=O)N(C(C)=O)C1=C(C#N)C2(CCCCC2)Cc2ccccc21	5	-2	102	102	-3	-1	-3	-5	104	-4	1.0
CCOc1ccccc1NC(=O)NCc1ccc(F)cc1	16	0	111	106	3	-1	0	0	109	-1	1.7

4 entries out of the list, arranged by number of heavy atoms, high to low.
SMILES	ABCG2 inh	Bim-Bcl-2	RGS7-Gao	RGS8-Gao reg	Mcl-1 Bim block	Bim-Bcl-W	Bcl-XL Bim block	Bim-Bcl-B	RGS4-Gao reg	Bim-Bfl-1	ABCB1 inh
CC(CCc1ccccc1)NC(=O)COC(=O)C12CC3CC(CC(Br)(C3)C1)C2 (stereo not drawn)	5	-16	98	100	-2	-3	-8	-8	101	-10	1.2
CC(=O)N(C(C)=O)C1=C(C#N)C2(CCCCC2)Cc2ccccc21	5	-2	102	102	-3	-1	-3	-5	104	-4	1.0
COC(=O)Cc1c(O)ccn(Cc2ccc(Cl)c(Cl)c2)c1=O	-1	-3	102	103	0	0	0	-4	102	-6	-0.1
Cc1ccsc1/C=N/NC(=O)CC(=O)NCC(C)C	12	4	100	98	1	0	0	-2	99	-3	0.9

More compounds follow.
SMILES	ABCG2 inh	Bim-Bcl-2	RGS7-Gao	RGS8-Gao reg	Mcl-1 Bim block	Bim-Bcl-W	Bcl-XL Bim block	Bim-Bcl-B	RGS4-Gao reg	Bim-Bfl-1	ABCB1 inh
Cc1cc(Br)ccc1NC(=O)c1cnc(N2CCN(c3ccccn3)CC2)c2ccccc12	8	-2	97	102	0	0	-2	-2	100	-4	5.0
O=C(NNC(=S)NC(=O)c1ccccc1[N+](=O)[O-])c1ccccc1Cl	-1	0	99	103	-1	0	-1	-9	103	2	-0.2
O=C(Oc1ccccc1)c1ccc2nsnc2c1	2	0	98	100	1	0	1	2	99	0	0.1
CC(/C=C1\SC(=O)N(CC(=O)Nc2ccc(O)cc2)C1=O)=C\c1ccccc1	-8	-5	97	96	-3	-4	-9	-9	99	-14	-0.9
CC(C)(C)/C(COc1ccccc1[N+](=O)[O-])=N/O	5	2	109	103	-2	-6	-4	0	104	1	0.8
Cc1ccc(S(=O)(=O)NN2Cc3ccccc3C2=N)cc1	0	-1	97	102	0	0	-2	-1	102	-2	-0.1
COc1ccc(/C=N/N=C2/CC(C)(C)Cc3n[nH]c(=O)cc32)cc1	10	-1	?	99	1	1	0	0	101	0	0.6
C[C@H](NC(=O)c1nc[nH]c1C(=O)NC1CCN(C(=O)OC(C)(C)C)CC1)C(=O)OCc1ccccc1	20	-2	104	107	-2	-2	-4	-6	108	-6	2.0
CCOC(=O)C1=CN(CC2CCCO2)C=C(C(=O)OCC)C1c1ccccc1C(F)(F)F (stereo not drawn)	4	-2	96	99	5	0	-3	-1	99	-3	5.0
O=C(/C=C\Nc1ccccn1)c1ccc(Cl)cc1	2	-3	96	99	-1	0	1	0	97	1	0.1
CC(C)c1ccccc1NC(=O)COC(=O)COc1ccccc1[N+](=O)[O-]	0	0	99	91	3	1	1	4	98	4	1.1
Cc1ccccc1-n1c(=O)cc(N2CCCCCC2)[nH]c1=O	0	-6	102	104	-4	-9	-10	-12	102	-9	0.0
Cc1cccc(C(=O)NC2CCN(CC(=O)NCc3cccs3)CC2)c1	1	-1	100	98	1	-1	0	0	98	-2	0.4
COc1cccc(-n2ccnc2SCC(=O)N2CCc3ccccc32)c1	1	-11	102	101	-2	2	1	-9	103	-9	0.6
CSCCC(NC(=O)c1ccccc1)C(=O)Nc1ccc(C)cc1 (stereo not drawn)	20	-8	99	92	-4	-5	-1	-10	96	-3	1.7
